Vif-A3G inh = inhibitors of Vif-APOBEC3G interaction. Q9HC16. HeLa A3G-eYFP + Vif (tagged APOBEC3G with the HIV-1 protein that degrades it), YFP fluorescence, overnight. Potency, µM (doses to about 46.1 µM), for inactives: at the highest dose activity, negative = active, hits mostly inhibitors. 410,000 tested, 0.076% active;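 also: % is scaled to controls: 0 for no effect and ±100 for the full control effect; nearly all actives have a fitted effect of over 60% in size; hits raise eYFP signal because A3G escapes Vif-driven loss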
Target sequence (Q9HC16 whole entry, looked up): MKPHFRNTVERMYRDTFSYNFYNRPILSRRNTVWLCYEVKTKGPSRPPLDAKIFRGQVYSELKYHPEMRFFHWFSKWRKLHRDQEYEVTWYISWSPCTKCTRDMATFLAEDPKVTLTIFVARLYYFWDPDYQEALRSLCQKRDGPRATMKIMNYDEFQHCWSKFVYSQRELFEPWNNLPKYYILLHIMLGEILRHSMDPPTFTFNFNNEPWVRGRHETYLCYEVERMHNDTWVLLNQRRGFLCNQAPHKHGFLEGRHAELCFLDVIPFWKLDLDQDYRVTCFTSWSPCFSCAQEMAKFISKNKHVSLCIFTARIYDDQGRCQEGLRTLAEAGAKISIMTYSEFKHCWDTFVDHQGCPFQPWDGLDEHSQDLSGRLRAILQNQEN
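Read-out is eYFP fluorescence (Ex 488/Em 500-530) from Vif-expressing HeLa A3G-eYFP cells; more signal means A3G escaped Vif-mediated degradation. Cells plated overnight, compound pinned in, incubated overnight at 37 deg C.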
Vif-A3F inh = blocks the Vif interaction with APOBEC3F | Potency, µM (doses to about 46.1 µM), inactives show top-dose activity, negative = active | 390,000 tested, 0.2% active | AID 602313 | HeLa A3F-eYFP + Vif (tagged APOBEC3F with the HIV-1 protein that degrades it), YFP fluorescence increase; also: % of control where 0% means no effect; nearly all actives have a fitted effect of over 65% in size
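HeLa cells stably expressing Vif plus C-terminally eYFP-tagged A3F were seeded, incubated overnight at 37 deg C, dosed with compound, incubated overnight again at 37 deg C. Yellow fluorescence (Ex 488/Em 500-530) reported blocked Vif-mediated A3F-eYFP degradation.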
RXFP1 agonist = RXFP1 (human) receptor agonism. AID 2676. 370,000 tested, 0.3% active. HEK293T-RXFP1 cAMP TR-FRET, 30 min; response scale: percent of porcine relaxin response, buffer zero. Q9HBX9. Potency, µM (doses to about 57.5 µM), inactives show top-dose activation, usual class: activators; also: % is scaled to controls: 0 for no effect and ±100 for the full control effect; nearly all actives have a fitted effect of over 60% in size; many of its hits are not listed in these tables
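Agonist response is measured as cAMP accumulation in an RXFP1-transfected HEK293T line under PDE4 inhibition. Values are scaled between buffer-only and 29 nM porcine relaxin, and EC50s come from standard Hill equation fits.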
TrxR1 inh = blocks rat thioredoxin reductase 1; Potency, µM (titrated, usually from 114 µM), inactives show top-dose activity change, negative = inhibition, hits mostly inhibitors; recombinant rTrxR1, NADPH fluorescence consumption, selenite substrate; 390,000 tested, 1% active; O89049; AID 588453; also: % is scaled to controls: 0 for no effect and ±100 for the full control effect; nearly all actives have a fitted effect of over 65% in size
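Rat TrxR1 (90 nM in the dispensed reagent) was pre-reduced with 400 uM NADPH for 5 min at room temperature, then incubated with compound for 15 min. After 400 uM selenite was added, NADPH fluorescence (Ex 340/Em 450 nm) was followed for 8 min.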
12-LOX inh = ALOX12 (human) lipoxygenase inhibition. P18054. purified 12hLO, xylenol orange hydroperoxide absorbance. Potency, µM (titrated, usually from 108 µM), for the others: at the highest dose activity change, negative = inhibition, most hits filed as inhibitors. 580,000 tested, 1.1% active. AID 1671190; also: % is scaled to controls: 0 for no effect and ±100 for the full control effect
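Purified human 12hLO at 150 nM in 25 mM Hepes, 0.01% Triton X-100, pH 7.0, preincubated 15 min at room temperature with compound. Reaction started with 40 uM arachidonic acid, 30 min at room temperature. Hydroperoxide measured by Fe-xylenol orange, 573/405 nm absorbance ratio.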
RGS4 inh = blocks human RGS4-accelerated GTP hydrolysis. Transcreener GDP fluorescence polarization, RGS4-accelerated GTP hydrolysis. AID 504845. Potency, µM (top dose mostly 114 µM), without a hit: at the highest dose activity change, negative = inhibition, actives largely listed as inhibitors. 390,000 tested, 0.039% active. P49798; also: % is scaled to controls: 0 for no effect and ±100 for the full control effect; nearly all actives have a fitted effect of over 75% in size; some results filed as inactive show a strong effect at the top dose
Target sequence (P49798 whole entry, looked up): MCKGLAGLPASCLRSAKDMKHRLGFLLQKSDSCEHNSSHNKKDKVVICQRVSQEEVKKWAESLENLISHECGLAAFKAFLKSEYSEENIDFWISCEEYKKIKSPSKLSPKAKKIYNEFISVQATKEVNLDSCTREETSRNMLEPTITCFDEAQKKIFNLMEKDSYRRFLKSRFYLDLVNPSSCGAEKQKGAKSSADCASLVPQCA
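MLSMR compounds (23 nl, pin-transferred) preincubated 10 min at room temperature with a 500nM (2x) first reagent, then RGS4 at 900nM (2x) plus Transcreener GDP mix added; fluorescence polarization (620/688 nm) read before and after 90 min at 30 °C.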
USP1-UAF1 inh = USP1/UAF1 (human) deubiquitinase inhibition; O94782; recombinant USP1/UAF1, Ub-Rhodamine cleavage fluorescence; Potency, µM (doses to about 57.1 µM), without a hit: at the top dose activity change, negative = inhibition, most hits filed as inhibitors; 390,000 tested, 0.23% active; AID 743255; also: % is scaled to controls: 0 for no effect and ±100 for the full control effect; nearly all actives have a fitted effect of over 60% in size; inactives centre near -12
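Step one: compound is pinned into 1nM USP1/UAF1 in HEPES pH 7.8 buffer with TCEP. Step two: 15 min room-temperature incubation. Step three: Ub-Rho (150nM final) starts cleavage, tracked by fluorescence over six one-minute reads.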
IDH1 R132H inh = human IDH1 R132H inhibition; O75874; IDH1-R132H enzyme, NADPH consumption, diaphorase/resazurin fluorescence; Potency, µM (titrated, usually from 76.6 µM), inactives show top-dose activity change, negative = inhibition, usual class: inhibitors; 390,000 tested, 0.093% active; AID 602179; also: % is scaled to controls: 0 for no effect and ±100 for the full control effect; nearly all actives have a fitted effect of over 65% in size
Target sequence (O75874 whole entry R132H, stated change not applied): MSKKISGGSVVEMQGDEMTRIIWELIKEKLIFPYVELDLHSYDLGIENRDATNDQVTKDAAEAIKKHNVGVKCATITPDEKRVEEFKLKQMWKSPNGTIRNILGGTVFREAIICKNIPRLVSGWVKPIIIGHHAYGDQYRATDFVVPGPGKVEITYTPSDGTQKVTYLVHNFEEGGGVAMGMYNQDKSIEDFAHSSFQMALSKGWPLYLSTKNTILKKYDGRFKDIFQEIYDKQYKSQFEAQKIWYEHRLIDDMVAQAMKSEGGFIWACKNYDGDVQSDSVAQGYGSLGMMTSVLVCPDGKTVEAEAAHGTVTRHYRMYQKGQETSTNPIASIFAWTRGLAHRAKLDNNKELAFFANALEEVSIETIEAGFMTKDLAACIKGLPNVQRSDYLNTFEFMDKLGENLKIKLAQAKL
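IDH1-R132H (0.5 ug/mL dispensed) in pH 7.5 Tris buffer was preincubated 30 min with compound, then given a substrate mix of 0.016 mM NADPH and 2 mM alpha-KG for 80 min at room temperature; remaining NADPH was read by diaphorase/resazurin fluorescence.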
TrxR1 substrate = rat thioredoxin reductase 1 substrate activity | purified TrxR1 substrate turnover, NADPH consumption readout | 390,000 tested, 0.01% active | Potency, µM (doses to about 114 µM), for the others: top-dose activity change, negative = substrate turnover; also: % is scaled to controls: 0 for no effect and ±100 for the full control effect; nearly all actives have a fitted effect of over 50% in size
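Rat TrxR1, dispensed at 90 nM, was prereduced with 400 uM NADPH (final) for 5 min at ~22 deg C, then incubated with compound 15 min before 400 uM selenite. A first-read NADPH fluorescence drop versus no-compound background flagged substrates.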
* hit, by the source's call; i = inactive; ? = inconclusive; · = not tested or not shown; [ ] = dose if it differs, or a comment. Calls follow the shape of the dose curve; as a rule, active = well fitted curve in the direction sought with a large enough effect; inconclusive = small, poorly fitted or top-dose-only effect, or another doubt; inactive = no such curve, though single readings can be large; an effect the other way counts as inactive or inconclusive. Potency is read from the fitted curve at half-maximal effect. The list is partial; the hit share may differ from the screen's.

Sequence of screens: Vif-A3G inh	Vif-A3F inh	RXFP1 agonist	TrxR1 inh	12-LOX inh	RGS4 inh	USP1-UAF1 inh	IDH1 R132H inh	TrxR1 substrate
1) Cc1nc2c(C(=O)NCCCN(CC(C)C)CC(C)C)cnn2c(C)c1Cc1c(F)cccc1Cl
→ 2%	7%	2.7%	17%[57.1 µM]	-25%	12%	?	-7%	-1%[57.1 µM]
2) O=C(c1ccc(NC2=NC3CS(=O)(=O)CC3S2)cc1)N1CCN(c2ccc([N+](=O)[O-])cc2)CC1 (configuration not stated)
→ 3%	-6%	3.5%	-7%	-16%	0%[11.4 µM]	-18%	-11%	-11%
3) CC(=O)N1CCN(c2csc3ccc(F)cc3c2=O)CC1
→ -1%	2%	1.9%	2%[57.1 µM]	0%	-25%	?	-24%	-3%[57.1 µM]
4) O=C1CC(Cc2ccc(Cl)cc2)C(=O)N1c1ccncc1 (configuration not stated)
→ 0%	-2%	1.5%	-2%	122%[activator]	28%	-14%	2%	-8%
5) O=C(Nc1cccc(C(=O)O)c1)/C(=C/c1ccccc1)NC(=O)c1cccc(Br)c1
→ 0%	-3%	·	5%	154%[activator]	4%	-5%	0%	-3%
6) Cc1ccc(CNCCCSc2nc(C)cc(C)n2)cc1
→ 0%	6%	1.4%	22%	13%	13%	-12%	-8%	4%
7) CC1CCN(C(=O)N[C@@H](Cc2ccccc2)C(=O)O)CC1
→ 2%	-22%	1.6%	7%	-14%	10%	0%	2%	-1%
8) Cc1ccc(-n2nc3c(=O)n(CC(=O)NC4CCCCCC4)nc(C)c3c2C)cc1
→ 1%	2%	6.4%	13%	0%	13%[11.4 µM]	-2%	-7%	-1%
9) CC(O)C(=O)N/N=C/c1cccc2ccccc12 (configuration not stated)
→ -21%	0%	2.3%	12%	4%	-2%	-19%	3%	-5%
10) CC(c1nccs1)N(C)C(=O)c1cn(Cc2cccc3ccccc23)nn1 (configuration not stated)
→ -7%	3%	5.9%	2%	-7%	1%	-23%	-8%	-6%
11) Cc1cccc(-c2nnc(NC(=O)c3ccco3)s2)c1
→ -5%	0%	8.0%	17%	1%	5%	-23%	2%	-1%
12) CCOC(=O)c1c(C)[nH]c(CCC(=O)NCc2ccc(F)cc2)c1C
→ -4%	2%	4.7%	11%[57.1 µM]	-14%	8%	-26%	7%	0%[57.1 µM]
13) Cc1cc(Nc2ccccc2Br)n2nc(C)nc2n1
→ 0%	-4%	2.3%	2%[57.1 µM]	?	-11%	-3%	4%	-1%[57.1 µM]
14) Cn1c(CNC(=O)c2cccs2)nnc1SCC(=O)Nc1ccccc1
→ 2%	2%	0.9%	-1%	2%	13%	-21%	3%	-3%
15) Cc1cccc(N2C(=S)NC3c4cc(Cl)ccc4OC2(C)C3C(=O)N(C)C)c1 (configuration not stated)
→ 1%	-7%	1.4%	0%[57.1 µM]	?	4%	-26%	2%	6%[57.1 µM]
16) COc1ccc(OC)c(S(=O)(=O)Nc2cnc3ccccc3c2)c1
→ 3%	7%	0.8%	11%[57.1 µM]	-17%	27%	-14%	0%	6%[57.1 µM]
17) O=C(NC1CCN(Cc2ccccc2)CC1)c1cccc(NS(=O)(=O)c2ccc(Br)cc2)c1
→ 1%	4%	·	17%	?	-5%	-19%	5%	2%
18) O=C(CN1CCCCCC1)Nc1ccccc1F
→ -2%	3%	2.1%	5%[57.1 µM]	-19%	15%[11.4 µM]	-7%	1%	8%[57.1 µM]
19) CCc1nnc(NC(=O)CN2CCN(Cc3ccc(C)cc3)CC2)s1
→ -4%	4%	0.1%	27%	0%	6%	-1%	-1%	2%
20) CC(C)C1/C(=N/O)CC(c2ccccc2)NC1c1ccccc1 (configuration not stated)
→ -5%	-3%	-1.2%	19%[57.1 µM]	1%	23%	-3%	0%	-2%
21) CC(c1ccon1)N(C)Cc1c(C(=O)N(C)Cc2ccccc2)nc2ccccn12 (configuration not stated)
→ -3%	-13%	-0.5%	6%[57.1 µM]	-1%	-19%	-12%	7%	9%[57.1 µM]
22) COc1ccc(CCNC(=O)CNC(=O)c2ccc(Br)o2)cc1OC
→ -2%	0%	0.2%	7%	?	-20%	-12%	9%	8%
23) Cc1ccc(NC(=O)CCc2nc3cccnc3n2-c2ccccc2)cc1Cl
→ -6%	?	13%	26%	-3%	9%	-14%	-9%	3%
24) CCOC(=O)c1c(C)oc2cc(Cl)c(O)c(CN(C)C)c12
→ 0%	5%	1.5%	9%	-3%	12%	0%	0%	-4%
25) CCc1nc(SCC(=O)N2CCc3cc(OC)c(OC)cc3C2)c(C#N)cc1C
→ 3%	5%	·	-2%	?	-29%	-16%	1%	9%
26) C=CCn1c(=NC(=O)c2ccccc2[N+](=O)[O-])sc2cc(S(C)(=O)=O)ccc21
→ -7%	-7%	3.1%	4%	-15%	24%	1%	9%	-6%
27) COC(=O)c1ccc(S(=O)(=O)N2Cc3ccccc3C2)cc1
→ -4%	-18%	-0.9%	30%	23%	-3%	-20%	0%	11%
28) Cc1csc(NC(=O)CSc2nnc(NC(=O)C3CC(=O)N(c4ccccc4)C3)s2)n1 (configuration not stated)
→ -2%	-16%	0.4%	0%	-12%	-13%	-15%	4%	-3%
29) O=C1c2ccccc2C(=O)N1c1ccccn1
→ 2%	·	·	5%	·	13%	·	·	0%
30) O=C(c1cccc2ccccc12)N1CCN(c2ccc([N+](=O)[O-])c(N3CCOCC3)c2)CC1
→ -2%	-8%	-1.0%	2%[57.1 µM]	-18%	-19%	-23%	2%	-24%[57.1 µM]

Another view of three compounds above.
(23) Cc1ccc(NC(=O)CCc2nc3cccnc3n2-c2ccccc2)cc1Cl
(24) CCOC(=O)c1c(C)oc2cc(Cl)c(O)c(CN(C)C)c12
(25) CCc1nc(SCC(=O)N2CCc3cc(OC)c(OC)cc3C2)c(C#N)cc1C

screen / no.	23	24	25
Vif-A3G inh	-6%	0%	3%
Vif-A3F inh	?	5%	5%
RXFP1 agonist	13%	1.5%	·
TrxR1 inh	26%	9%	-2%
12-LOX inh	-3%	-3%	?
RGS4 inh	9%	12%	-29%
USP1-UAF1 inh	-14%	0%	-16%
IDH1 R132H inh	-9%	0%	1%
TrxR1 substrate	3%	-4%	9%

The listing picks up, repeating the 4 entries before the break.
Sequence of screens: Vif-A3G inh	Vif-A3F inh	RXFP1 agonist	TrxR1 inh	12-LOX inh	RGS4 inh	USP1-UAF1 inh	IDH1 R132H inh	TrxR1 substrate
27) COC(=O)c1ccc(S(=O)(=O)N2Cc3ccccc3C2)cc1
→ -4%	-18%	-0.9%	30%	23%	-3%	-20%	0%	11%
28) Cc1csc(NC(=O)CSc2nnc(NC(=O)C3CC(=O)N(c4ccccc4)C3)s2)n1 (configuration not stated)
→ -2%	-16%	0.4%	0%	-12%	-13%	-15%	4%	-3%
29) O=C1c2ccccc2C(=O)N1c1ccccn1
→ 2%	·	·	5%	·	13%	·	·	0%
30) O=C(c1cccc2ccccc12)N1CCN(c2ccc([N+](=O)[O-])c(N3CCOCC3)c2)CC1
→ -2%	-8%	-1.0%	2%[57.1 µM]	-18%	-19%	-23%	2%	-24%[57.1 µM]
31) O=C(N/N=C/C=C\c1ccc([N+](=O)[O-])cc1)c1cccnc1
→ 1%	9%	-1.1%	-2%	87%[activator]	12%	-10%	-7%	-3%
32) COc1ccc(N2CCN(C(=O)c3oc4ccccc4c3NC(=O)c3ccccc3OC)CC2)cc1
→ 0%	-8%	5.1%	39%[activator]	-18%	-4%	-8%	8%	5%
33) COc1ccc(-c2cc(C(=O)NC(Cc3cc4ccccc4[nH]3)C(=O)O)c(C)o2)cc1OC (configuration not stated)
→ -1%	0%	1.1%	-8%[57.1 µM]	?	?	-10%	-2%	9%[57.1 µM]
34) Cc1cc(C)nc(NC(C)(C)C(=O)O)n1
→ -1%	7%	0.9%	20%	-8%	-10%[56.9 µM]	-6%	-4%	-4%
35) CCN(CC(=O)Nc1cccc(F)c1)CC(=O)Nc1ccccc1OC
→ 3%	9%	-0.3%	24%	i	11%	-12%	0%	1%
36) Cc1c(NC(=O)CSc2ccc3c(c2)OCCO3)c(=O)n(-c2ccccc2)n1C
→ -3%	·	1.4%	25%	0%	-21%	-7%	6%	2%
37) Cc1ccc(C(=O)c2coc3ccc(O)cc23)cc1
→ 3%	-2%	2.9%	21%	?	9%	-9%	1%	-1%
38) Cc1c(CCC(=O)N2CCC(C(=O)O)CC2)c(=O)oc2cc3oc4c(c3cc12)CCCC4
→ 0%	8%	3.4%	-4%	-7%	0%	0%	-6%	10%
39) CCCn1c(N)cc(=O)n(C)c1=O
→ 0%	7%	2.9%	27%[57.1 µM]	14%	25%	-13%	3%	-10%
40) Cc1cc(Oc2ccc(C(C)(C)C)cc2)nc(N2CCOCC2)n1
→ 0%	-10%	0.3%	10%[57.1 µM]	1%	-11%	-28%	4%	4%[57.1 µM]
41) COc1ccc(-c2nn(-c3ccccc3)cc2C(=O)N/N=C/c2ccc([N+](=O)[O-])o2)cc1
→ -2%	?	1.4%	1%	7%	-14%	-21%	-6%	-3%
42) COc1cc(N2CN=c3s/c(=C\c4ccccn4)c(=O)n3C2)cc(OC)c1OC
→ -6%	7%	-1.4%	-22%	0%	4%[11.4 µM]	-11%	-6%	-13%

Screening results from PubChem BioAssay.
